KAT2A inh = qHTS Assay for Inhibitors of GCN5L2 | hit rate 0.21% among 390,000 | Potency, µM (highest dose often 58.9 µM), inactives show top-dose activity change, negative = inhibition, actives largely listed as inhibitors | AID 504327, 2011 | GCN5L2 HAT assay, ThioGlo1 CoA-SH fluorescence
Target sequence (Q92830 whole entry, looked up): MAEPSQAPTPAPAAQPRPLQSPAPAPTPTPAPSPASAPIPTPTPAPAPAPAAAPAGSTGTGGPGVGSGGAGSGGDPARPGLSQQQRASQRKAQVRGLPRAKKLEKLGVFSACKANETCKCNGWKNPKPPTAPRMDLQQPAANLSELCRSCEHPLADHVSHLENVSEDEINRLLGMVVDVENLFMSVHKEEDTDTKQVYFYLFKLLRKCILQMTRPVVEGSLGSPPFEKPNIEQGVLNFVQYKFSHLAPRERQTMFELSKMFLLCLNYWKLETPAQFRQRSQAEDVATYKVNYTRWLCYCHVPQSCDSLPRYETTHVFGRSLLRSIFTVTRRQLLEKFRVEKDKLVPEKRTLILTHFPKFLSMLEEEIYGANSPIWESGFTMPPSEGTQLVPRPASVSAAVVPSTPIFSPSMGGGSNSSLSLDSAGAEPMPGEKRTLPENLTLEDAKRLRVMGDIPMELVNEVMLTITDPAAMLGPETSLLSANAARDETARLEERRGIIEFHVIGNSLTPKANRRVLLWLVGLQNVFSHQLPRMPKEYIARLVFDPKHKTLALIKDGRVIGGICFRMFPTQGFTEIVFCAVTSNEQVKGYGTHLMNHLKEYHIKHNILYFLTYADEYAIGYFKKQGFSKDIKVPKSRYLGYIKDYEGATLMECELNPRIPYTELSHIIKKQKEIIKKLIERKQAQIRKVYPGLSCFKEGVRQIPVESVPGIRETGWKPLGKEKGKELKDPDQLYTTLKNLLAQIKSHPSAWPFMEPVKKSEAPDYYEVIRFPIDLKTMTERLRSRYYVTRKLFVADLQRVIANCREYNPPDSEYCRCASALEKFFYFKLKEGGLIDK
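Fluorescence readout, Ex340nm/Em540nm: ThioGlo1 (50uM final) reacts with free CoA thiol released as 20nM GCN5L2 acetylates H3(1-25) peptide (75uM) using acetyl-CoA (70uM). Compound and enzyme sat 15 min beforehand; 20 min room-temperature reaction.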
FEN1 inhibitor = qHTS Assay for the Inhibitors of Human Flap endonuclease 1 (FEN1); Recombinant FEN1 flap cleavage, fluorescence, 15 min; hit rate 0.35% among 390,000; Potency, µM (highest dose often 114 µM), for inactives: at the top dose activity change, negative = inhibition, actives largely listed as inhibitors; P39748; also: nearly all actives have a fitted effect of over 65% in size
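Reaction started by adding substrate (50 nM final) to 10 nM enzyme after 15 min room-temperature compound preincubation. Reads at 0 and 15 min, with data normalized and fitted to a four-parameter Hill equation.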
N370S GC mod = qHTS Assay for Inhibitors and Activators of N370S glucocerebrosidase as a Potential Chaperone Treatment of Gaucher Disease | N370S GC spleen homogenate, 4MU-glucoside fluorescence | Potency, µM (titrated, usually from 59.4 µM), for inactives: top-dose activity change, negative = inhibition, hits mostly inhibitors | hit rate 0.092% among 330,000;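 also: 0% = full enzyme activity and -100% = no enzyme basal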
* = called active by the depositor; ? = inconclusive; . = no result given; & = joins results of further samples. Calls follow the shape of the dose curve; as a rule, active = well fitted curve in the direction sought with a large enough effect; inconclusive = small, poorly fitted or top-dose-only effect, or another doubt; inactive = no such curve, though single readings can be large; an effect the other way counts as inactive or inconclusive. Unless noted, % is scaled to controls: 0 for no effect and ±100 for the full control effect; potency is read from the fitted curve at half-maximal effect.

SMILES	KAT2A inh	FEN1 inhibitor	N370S GC mod
NS(=O)(=O)c1ccc(NC(=O)/C=C/c2ccccc2[N+](=O)[O-])cc1	-15%	-10%	-7%
CC(C)(O)C(=O)N/N=C\c1ccc(OC/C=C/c2ccccc2)cc1	-27%	5%	-1%
c1ccc(Nc2cccc(Nc3ccccc3)n2)cc1	-5%	-20%	7%
COc1ccc(C(=O)NCCCN2CCOCC2)cc1S(=O)(=O)N1CCCc2ccccc21	-9%	4%	?
COc1cc2c(cc1OC)CN(Cc1cc(=O)oc3c(C)c(C)ccc13)CC2	-1%	-13%	4%
Cc1ccc(S(=O)(=O)N2CCC[C@H]2C(=O)NCc2ccccc2Cl)cc1	1%	-8%	.
CC(C(=O)N1CCCc2ccccc21)N1CCN(c2ccccn2)CC1 (stereo not drawn)	-5%	-10%	-1%
CCc1nn2c(-c3ccccc3OC)ccnc2c1-c1ccccc1	-12%	1%	.
CC(=O)c1ccc(N2CCN(C(=O)c3ccc4c(c3)OCO4)CC2)cc1	-8%	0%	-16%
Cn1c(=O)n(-c2ccccc2)c(=O)c2c3c(sc21)COC(C)(C)C3	-1%	-2%	-10%
Cc1oc(-c2cccc3ccccc23)nc1CN1CCC[C@H]1CO	30%	-20%	-7%
CCc1nc(N2CCN(C(C)=O)CC2)c2c3c(sc2n1)CCCC3	-1%	15%	-3%
COc1cccc(NC(=O)CN(C)CC(=O)Nc2ccc(C)cc2Cl)c1	-11%	-14%	4%
O=Cc1ccc(-c2cccc([N+](=O)[O-])c2)o1	-9%	1%	3%
COc1ccc(S(=O)(=O)N2CCC(C(=O)Nc3nnc(CCN4CCCCC4)s3)CC2)cc1	1%	18%	2%
CCN1CCCC1CNCC(O)COc1ccc(C(C)(C)C)cc1C (stereo not drawn)	-4%	6%	-14%
O=C(NNC(=O)C1CCCO1)c1ccc([N+](=O)[O-])cc1 (stereo not drawn)	-5%	-13%	-9%
CCN(CCO)Cc1csc2ccc(Br)cc12	-7%	-2%	-9%
Cc1ccccc1-c1nc2c(s1)CCc1onc(-c3ccc(Cl)cc3)c1-2	-4%	-8%	4%
CCC(C)(C)NC(=O)C(c1ccccn1)N(C(=O)c1csnn1)c1ccc(C)c(C)c1 (stereo not drawn)	-3%	15%	4%
NS(=O)(=O)c1ccc(CCNC(=O)COC(=O)CCc2c[nH]c3ccccc23)cc1	-8%	-1%	.
C[C@H](CCC(=O)O)[C@H]1CC[C@H]2[C@@H]3[C@H](O)C[C@@H]4C[C@H](O)CC[C@]4(C)[C@H]3C[C@H](O)[C@]12C	-7%&-7%	-9%&11%&-4%	-20%&1%&-11%
Cc1c(C(=O)N/N=C/C(C)C)[nH]c2ccc([N+](=O)[O-])cc12	-4%	-7%	2%
COCCCn1c(SCC(=O)NC2CCCC2)nnc1-c1ccccc1	3%	4%	-4%
CCC(c1nnnn1C1CCCCC1)N1CCN(C2CCCC2)CC1 (stereo not drawn)	-5%	7%	-27%
SMILES	KAT2A inh	FEN1 inhibitor	N370S GC mod
Cc1cccc(C)c1NC(=O)CNC(=O)Cn1nc(C)c(C)c(C#N)c1=O	2%	-4%	-17%
Clc1ccc(-c2c[n+](Cc3cccc(Cl)c3)c3n2CCC3)cc1	2%	-3%	-3%
Cn1c(C(C#N)/C(=N\S(=O)(=O)c2cccs2)c2ccccc2)nc2ccccc21 (stereo not drawn)	-1%	-1%	9%
CN(C(=O)CSc1nc2ccc(NC(=O)COc3ccc(Cl)cc3)cc2s1)c1ccccc1	-5%	10%	.
COc1ccc(/C=C/C(=O)c2ccc(C(=O)/C=C/c3ccc(OC)c(OC)c3)cc2)cc1OC	-8%	-11%	-10%
CCN(CC)S(=O)(=O)C1CCS(=O)(=O)C1 (stereo not drawn)	-8%	6%	2%
Cc1c(NC(=O)COC(=O)c2ccc(Cl)nc2)c(=O)n(-c2ccccc2)n1C	-2%	-3%	.
COc1ccc(N2CCN(C3CCCN(C(=O)CN4CCCC4=O)C3)CC2)cc1 (stereo not drawn)	2%	-3%	-1%
CCOC(=O)c1sc(Nc2nc(OC)cc(OC)n2)nc1C	-19%	-7%	10%
Cc1ccc(S(=O)(=O)NC(=O)Nc2nnc(C)s2)cc1	-2%	7%	3%
O=C(O)c1[nH]c2ccccc2c1C(c1cccc(O)c1)c1c(C(=O)O)[nH]c2ccccc12	5%	11%	-1%
Cc1cnc(CNc2cc(-c3ccc(N(C)C)cc3)ncn2)cn1	-11%	.	-2%
CCCCCCNCC1OCc2ccccc2CO1	-1%	4%	-9%
CCCCC(=NCCc1c(C)[nH]c2ccc(OC)cc12)C1=C(O)CC(c2ccccc2)CC1=O (stereo not drawn)	-12%	-15%	0%
COc1ccc(C(=O)NC(=S)N2CCN(c3ccc([N+](=O)[O-])cc3)CC2)cc1	-3%	6%	0%
CC(C)c1onc(-c2c(Cl)cccc2Cl)c1COc1ccc(/C=C/c2cccc(C(=O)O)c2)c(Cl)c1	13µM*	.	10%
CCN(CC)CCNc1oc(-c2ccccc2)nc1S(=O)(=O)c1ccccc1	-3%	-8%	.
Cc1cc(C)n2c(SCC(=O)Nc3cc(C)on3)nnc2n1	-9%	-10%	26%
Cc1ccc2nc(NCc3ccc(F)cc3)c3nncn3c2c1	0%&6%	16%&8%	7%
CC(C)NS(=O)(=O)c1ccc(OCC(=O)Nc2ccc3c(c2)OCO3)c(Cl)c1	-1%	0%	-2%
CCN(CC)S(=O)(=O)c1ccc(C)c(NC(=S)NC2CCCCC2)c1	-2%	1%	-1%
COc1ccc(CCNC(=S)NC(=O)c2ccccc2)cc1C	-4%	-4%	19%
COc1cc(NC(=O)CSCc2ccc(Cl)cc2)c(C(=O)O)cc1OC	-2%	9%	-7%
O=C(NC(Cc1ccccc1)C(=O)N1CCN(c2ccccn2)CC1)c1ccco1 (stereo not drawn)	-12%	23%	-1%
Cc1cnc(=O)[nH]c1SCC(=O)Nc1cc(C(F)(F)F)ccc1Cl	-7%	-4%	.
SMILES	KAT2A inh	FEN1 inhibitor	N370S GC mod
Nc1nc(COc2ccc3ccccc3c2)cs1	.	-5%	8%
C=C[C@@](C)(O)CC[C@@H]1[C@@]2(C)CCCC(C)(C)[C@@H]2CC[C@@]1(C)O	0%	-19%	-20%&5%
C#CCNC(=O)/C=C/c1ccc(C)cc1	-3%	-21%	7%
COc1cccc(N/C(SCc2ccccc2C)=C(/C#N)C(=O)NCc2cccs2)c1	-10%	-23%	5%
O=C(Cn1cc([N+](=O)[O-])cn1)N1CCCc2ccccc21	-7%	1%	3%
CCCn1c(SC(C)C(=O)N2CCOCC2)nc2ccc(Br)cc2c1=O (stereo not drawn)	-15%	-13%	-13%
CC(C)[C@H](NC(=O)c1ccc(Br)cc1)C(=O)NC1CCCCC1	0%	0%	.
Cc1ccc(Cl)cc1NC(=O)COC(=O)CC(C)(C)C	-1%	6%	12%
COc1cc(-c2nc(-c3ccc(NC(=O)c4ccc5c(c4)OCO5)cc3)no2)cc(OC)c1OC	-1%	-11%	0%
CC1=CS/C(=C(/C#N)C(=O)NCc2ccco2)N1c1ccccc1	-1%	-5%	7%
CCC(C)C1/C=C\CC(NC(=O)OCC2c3ccccc3-c3ccccc32)CC(=O)N1Cc1ccccc1 (stereo not drawn)	-11%	-18%	.
Cc1cccc(N2CCN(C(=O)c3cn4ccccc4n3)CC2C)c1 (stereo not drawn)	-9%	-5%	4%
COc1ccc(OC)c(C(=O)NC(CC(N)=O)c2ccc(NCCN3CCCC3)c([N+](=O)[O-])c2)c1 (stereo not drawn)	-1%	-19%	-3%
COc1ccc(CNC(=O)CCC(=O)Nc2ccc(Cl)cc2)cc1	-16%	0%	-4%
O=C(c1ccco1)N1CCN(Cc2ccc(F)cc2Cl)CC1	-8%	-3%	1%
Cc1cccc[n+]1C1C(c2ccccc2)C(C#N)=C(C(=C=[N-])C#N)NC1(O)C1CC1 (stereo not drawn)	-8%	-24%	-12%
Cc1noc(C)c1COc1cccc(C(=O)Nc2ccc(OCc3ccccc3)cc2)c1	-10%	-3%	3%
COc1ccc(CSc2nnc(CNS(C)(=O)=O)o2)cc1	-16%	-13%	-14%
Cc1nnc(N2CCCC(C(=O)Nc3cccc(C(F)(F)F)c3)C2)c2nn(-c3ccccc3)c(C)c12 (stereo not drawn)	0%	-15%	.
N#Cc1c(NC(=O)c2ccc(Br)o2)n(-c2ccccc2)c2nc3ccccc3nc12	-2%	-18%	11%
CCN1CCN(S(=O)(=O)CC2(C)C3CCC2(C)C(=O)C3Br)CC1 (stereo not drawn)	-1%	0%	0%
NNC(=O)COc1cccc2cccnc12	-1%	-8%	-9%
CCCCC1=NN(C(=O)c2ccco2)C(O)(C(F)(F)F)C1 (stereo not drawn)	-8%	29%	8%
CCCOc1ccc(N2C(=O)CC(N(CCc3ccc(S(N)(=O)=O)cc3)C(C)=O)C2=O)cc1 (stereo not drawn)	-1%	-8%	-1%
CCN(CC)CCNC(=O)C(=O)Nc1cc2c3c(c1)CCN3C(=O)CC2	-5%	-13%	-5%
COc1ccc(C)cc1NS(=O)(=O)c1ccc2c(c1)N(C(C)=O)CCO2	-7%	-8%	-2%

Filtered by structure, the compounds so far with an aryl methoxy group
SMILES	KAT2A inh	FEN1 inhibitor	N370S GC mod
COc1ccc(C(=O)NCCCN2CCOCC2)cc1S(=O)(=O)N1CCCc2ccccc21	-9%	4%	?
COc1cc2c(cc1OC)CN(Cc1cc(=O)oc3c(C)c(C)ccc13)CC2	-1%	-13%	4%
CCc1nn2c(-c3ccccc3OC)ccnc2c1-c1ccccc1	-12%	1%	.
COc1cccc(NC(=O)CN(C)CC(=O)Nc2ccc(C)cc2Cl)c1	-11%	-14%	4%
COc1ccc(S(=O)(=O)N2CCC(C(=O)Nc3nnc(CCN4CCCCC4)s3)CC2)cc1	1%	18%	2%
COc1ccc(/C=C/C(=O)c2ccc(C(=O)/C=C/c3ccc(OC)c(OC)c3)cc2)cc1OC	-8%	-11%	-10%
COc1ccc(N2CCN(C3CCCN(C(=O)CN4CCCC4=O)C3)CC2)cc1 (stereo not drawn)	2%	-3%	-1%
CCOC(=O)c1sc(Nc2nc(OC)cc(OC)n2)nc1C	-19%	-7%	10%
CCCCC(=NCCc1c(C)[nH]c2ccc(OC)cc12)C1=C(O)CC(c2ccccc2)CC1=O (stereo not drawn)	-12%	-15%	0%
COc1ccc(C(=O)NC(=S)N2CCN(c3ccc([N+](=O)[O-])cc3)CC2)cc1	-3%	6%	0%
COc1ccc(CCNC(=S)NC(=O)c2ccccc2)cc1C	-4%	-4%	19%
COc1cc(NC(=O)CSCc2ccc(Cl)cc2)c(C(=O)O)cc1OC	-2%	9%	-7%
COc1cccc(N/C(SCc2ccccc2C)=C(/C#N)C(=O)NCc2cccs2)c1	-10%	-23%	5%
COc1cc(-c2nc(-c3ccc(NC(=O)c4ccc5c(c4)OCO5)cc3)no2)cc(OC)c1OC	-1%	-11%	0%
COc1ccc(OC)c(C(=O)NC(CC(N)=O)c2ccc(NCCN3CCCC3)c([N+](=O)[O-])c2)c1 (stereo not drawn)	-1%	-19%	-3%
COc1ccc(CNC(=O)CCC(=O)Nc2ccc(Cl)cc2)cc1	-16%	0%	-4%
COc1ccc(CSc2nnc(CNS(C)(=O)=O)o2)cc1	-16%	-13%	-14%
COc1ccc(C)cc1NS(=O)(=O)c1ccc2c(c1)N(C(C)=O)CCO2	-7%	-8%	-2%

This is a subset; count on the stated rates, not on these rows.
